Screening data from PubChem.
TDP1 cell CPT – DT40-hTDP1 cell growth loss with CPT. Potency, µM (titrated, usually from 46.2 µM), without a hit: at the highest dose activity change, negative = growth inhibition, actives largely listed as inhibitors. 420,000 compounds, 12% hits. AID 686979. chicken DT40 Tdp1-/-;hTDP1 cells + 20 nM CPT, ATP luminescence, 48 h; further: nearly all actives have a fitted effect of over 55% in size
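Chicken DT40 Tdp1-/- cells complemented with human TDP1, 400 cells/well, exposed to compounds plus 20 nM camptothecin for at least 48 h at 37 C; viability read as ATP content by CellTiter-Glo luminescence.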
TDP1 block – TDP1 (human) enzyme inhibition | Potency, µM (series often up to 130 µM), for inactives: at the top dose activity change, negative = inhibition, most hits filed as inhibitors | Q9NUW8 | recombinant TDP1, AlphaScreen DNA substrate cleavage | 350,000 compounds, 0.28% hits; further: nearly all actives have a fitted effect of over 40% in size
Target sequence (Q9NUW8 whole entry, looked up): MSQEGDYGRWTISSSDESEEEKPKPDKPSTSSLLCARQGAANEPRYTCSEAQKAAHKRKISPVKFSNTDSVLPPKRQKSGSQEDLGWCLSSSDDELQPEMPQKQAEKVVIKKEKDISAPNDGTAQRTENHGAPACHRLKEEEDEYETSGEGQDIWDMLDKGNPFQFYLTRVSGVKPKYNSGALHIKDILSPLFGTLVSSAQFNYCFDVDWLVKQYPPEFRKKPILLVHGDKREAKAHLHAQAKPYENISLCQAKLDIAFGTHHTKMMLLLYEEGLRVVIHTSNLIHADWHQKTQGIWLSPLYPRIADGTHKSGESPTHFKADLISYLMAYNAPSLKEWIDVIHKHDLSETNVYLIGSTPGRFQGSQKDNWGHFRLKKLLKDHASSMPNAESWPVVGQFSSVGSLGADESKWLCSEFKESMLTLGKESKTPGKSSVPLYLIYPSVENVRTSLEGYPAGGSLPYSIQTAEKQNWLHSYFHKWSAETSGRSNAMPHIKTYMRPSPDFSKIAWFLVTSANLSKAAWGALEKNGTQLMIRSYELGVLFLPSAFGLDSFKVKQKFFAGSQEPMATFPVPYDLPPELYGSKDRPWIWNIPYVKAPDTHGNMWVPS
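Recombinant E. coli-expressed Tdp1 (1 nM) preincubated with compound 15 min at RT, then 5'-biotin/3'-phosphotyrosine-FITC DNA substrate (15 nM) added for 5 min. AlphaScreen beads (10 ug/ml) added, 10 min RT; tyrosine-FITC cleavage read as signal loss.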
DT40 TDP1 no CPT – qHTS for Inhibitors of human tyrosyl-DNA phosphodiesterase 1 (TDP1): qHTS in cells in absence of CPT; DT40 Tdp1-/- hTDP1 cells, no CPT, ATP luminescence, 48 h; Potency, µM (top dose mostly 46.2 µM), for inactives: at the top dose activity change, negative = growth inhibition, usual class: inhibitors; 420,000 compounds, 15% hits; AID 686978, 2013; further: nearly all actives have a fitted effect of over 55% in size
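Camptothecin absent (DMSO only). Human TDP1-complemented DT40 knockout cells, 400 cells/well, 37 °C for minimum 48 hr; ATP measured via CellTiter-Glo, 30 min dark incubation, luminescence.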
* marks the source's active call; other numbers are inactive results; u = inconclusive; x = not tested or not shown; [ ] = dose if it differs, or a comment. The call rests on the fitted dose curve; in most records, active means well fitted curve in the direction sought with a large enough effect; inconclusive means small, poorly fitted or top-dose-only effect, or another doubt; inactive means no such curve, though single readings can be large; an effect the other way counts as inactive or inconclusive. On the % scale 0 is the no-effect control and ±100 the full control effect; potency means the concentration at half of the fitted maximal effect. Not a hit list. About 18% of those tested had a hit in this group.

SMILES | TDP1 cell CPT | TDP1 block | DT40 TDP1 no CPT
Cc1cccc(C2c3[nH]c4ccccc4c3CCN2Cc2cnn(-c3ccc(F)cc3)c2)n1 (stereo not given) | 1% | 1% | -23%
N#C/C(=C1/C(=O)Nc2ccc(Br)cc21)c1ccccn1 | u | 0% | u
O=C(COc1ccccc1)NCc1nnc(SCC(=O)Nc2nccs2)n1-c1ccccc1 | -9% | -1% | -26%
O=C(Cn1cnc2ccccc2c1=O)Nc1ccc(S(=O)(=O)N2CCOCC2)cc1 | -22% | 5% | -2%
COc1ccccc1CNC(=S)NCCc1ccccc1 | -1% | 3% | -24%
CCOC(=O)C1CCN(c2c(Nc3ccc(C)c(C)c3)c(=O)c2=O)CC1 | u | 5% | -22%
CC(=O)Oc1ccccc1-n1c(C)nc(=O)c(-c2ccccc2)c1C | 2% | 4% | -9%
CC(=O)NNS(=O)(=O)c1scc(S(=O)(=O)c2ccc(Cl)cc2)c1C | -1% | x | 3%
c1cncc(-c2nnc3n2N=C(c2cccs2)CS3)c1 | -28% | 2% | u
CCCNC(=O)c1onc(CSc2ccc(F)cc2)c1C(=O)NCCOC | -16% | -2% | -10%
S=C(NCC1CCCO1)Nc1cc(Cl)c(Cl)cc1Cl (stereo not given) | u | -5% | u
NC(=O)c1ccc(NC(=S)NCc2ccco2)cc1 | 7% | -3% | 15%
CC1=NN(c2ccc(Cl)c(C(=O)O)c2)C(=O)C1 | 4% | x | 3%
CC(=O)c1ccc(N2CCN(C(=O)c3ccc(Cl)c(S(=O)(=O)NC4CC4)c3)CC2)c(F)c1 | u | 9% | u
Cc1cc(=O)c2cc(C(=O)Nc3ccccc3C)ccc2[nH]1 | -13% | 3% | -18%
COc1ccccc1/C=C/C(=O)Nc1nc(N)n(-c2ccccc2)n1 | -9% | 2% | -11%
Cn1cccc1C(=O)N1CCC2(CC1)CCN(c1ccccc1)CC2 | u | x | u
CN1C(=O)CC(n2c(CO)nc3ccccc32)C1=O (stereo not given) | -4% | 0% | 0%
CCC(=O)N1c2ccc(S(=O)(=O)CCC(=O)NCCC3=CCCCC3)cc2CC1C (stereo not given) | u | 5% | u
CCn1cc(CNC(=O)/C=C/c2ccc([N+](=O)[O-])cc2)c(C)n1 | u | 6% | u
COc1ccccc1C(=O)Nc1cc2c(cc1N1CCOCC1)n(C)c(=O)n2C | -20% | 0% | -4%
N/C(=N\OC(=O)CC(c1ccccc1)c1ccccc1)c1cccnc1 | 12µM* | -5% | u
CC(=O)N1CC=CC1(CC(C)C)C(=O)NCCN1CCOCC1 (stereo not given) | -5% | -4% | -6%
O=C(COC(=O)CNC(=O)C12CC3CC(CC(C3)C1)C2)Nc1ccccc1 | -14% | 0% | 3%
COc1cccc(OCc2nc3ccccc3n2C)c1 | u | 5% | u
COc1ccc(/C=N/NC(=O)c2cc(C(C)(C)C)[nH]n2)cc1COc1ccc(F)cc1F | u | 7% | 23µM*
O=c1c2cnn(-c3ccccc3)c2nnn1Cc1ccccn1 | -16% | 7% | -12%
COc1ccc(OC)c(/C(O)=C/C(=O)C(=O)Nc2cc(C)ccc2OC)c1 | u | 2% | u
O=C(CSc1nc2scc(-c3cccs3)c2c(=O)n1CCc1ccccc1)N1CCCC1 | -1% | x | -25%
O=C1C(Cl)=C(NCC2CCCO2)C(=O)N1CCc1ccccc1 (stereo not given) | -1% | -5% | -8%
CSc1ccccc1NC(=O)C(=O)c1c[nH]c2ccccc12 | -18% | 0% | u
Cn1c2c(c(=O)n(C)c1=O)CN(CCCN1CCOCC1)CN2 | -14% | -2% | -22%
NS(=O)(=O)c1cc2c(cc1Cl)NC(c1ccccc1OCC(=O)O)NS2(=O)=O (stereo not given) | -2% | 1% | u
COc1ccc(OC(C)C(=O)NCc2cccnc2)cc1 (stereo not given) | -5% | 0% | -11%
Nc1nc2c(ncn2[C@@H]2O[C@H](CNS(=O)(=O)N3CCCC3)[C@@H](O)[C@H]2O)c(=O)[nH]1 | 0% | x | 0%
CCOc1ccc(S(=O)(=O)NN2Cc3ccccc3C2=N)cc1 | -18% | 2% | -29%
Cc1c(Cl)cccc1NC(=O)NNC(=O)CCc1ccccc1 | -14% | 6% | 6%
COc1ccc(S(=O)(=O)/C(C#N)=C/Nc2cccc(F)c2)cc1 | -4% | x | -3%
Cc1ccc(S(=O)(=O)Nc2ccc(S(=O)(=O)Nc3cc(C)nc(C)n3)cc2)cc1 | -15% | 6% | -14%
N/C(=N\OC(=O)c1cccc(Cl)c1)c1ccncc1 | -8% | x | -13%
COc1ccc(Cl)cc1NC(=O)NC(C)C(C)(C)C (stereo not given) | 19% | 0% | u
O=C(COC(=O)CC1CC2CCC1C2)Nc1cc([N+](=O)[O-])ccc1F (stereo not given) | 14% | -2% | 0%
CCOc1ccc(CCNC(=O)c2ccc(CSCc3ccccc3C)o2)cc1OCC | 16µM* | 5% | 16µM*
COc1ccc(NC(=O)COc2ccccc2)c(OC)c1 | u | 5% | u
COc1ccc(/C=C(/C#N)c2nc(-c3ccc(-c4ccccc4)cc3)cs2)cc1 | u | 2%[12.3 µM] | u
CC(C)Cc1ccc(CN2CCCC(NC(=O)c3ccnn3C)C2)cc1 (stereo not given) | 18µM* | 2% | 23µM*
Nc1c(C(=O)NC2CCCC2)c2nc3ccccc3nc2n1/N=C/c1cccnc1 | 16µM* | x | 18µM*
COc1ccc(S(=O)(=O)NCC2CCCN(C(=O)C=C(C)C)C2)cc1 (stereo not given) | -7% | 4% | 7%
CCOC(=O)c1oc2cc(O)cc(C)c2c1C | -17% | x | u
O=C(CSc1nnc(NC(=O)c2c(F)cccc2F)s1)NCc1ccc(F)cc1 | -3% | x | 1%
CN(C)c1ncc2nc(CCc3ccccc3)c(=O)n(CCc3ccccc3)c2n1 | -5% | x | 6%
O=C(CSc1nc(C2CC2)nc2ccccc12)Nc1ccccc1N1CCOCC1 | u | -1% | u
C[C@@H]1CN([C@@H](C)CO)C(=O)c2cc(NC(=O)Nc3ccccc3)ccc2O[C@@H](C)CCCCO[C@H]1CN(C)C(=O)Nc1ccc(C(F)(F)F)cc1 | u | x | u
C[C@H]1C=C(C(=O)NCc2nc3ccccc3[nH]2)O[C@@H](OCc2ccc(CO)cc2)C1 | -21% | 4% | -17%
O=C(CC(C(=O)O)N1CCOCC1)Nc1ccc(Cl)cc1 (stereo not given) | -1% | 10% | 1%
CN(C)c1ccc2nsnc2c1[N+](=O)[O-] | -4% | 9% | -13%
Cc1cc(C)c(C(=O)COC(=O)C2CC3CCCC(C2)C3=O)c(C)c1 (stereo not given) | u | x | -24%
Cc1nnc(SCC(=O)NC2CCCC2)n1CCc1ccccc1 | 3% | x | -4%
COc1cccc(CN2CC(C(=O)NCCc3ccc(C)s3)CCC2=O)c1 (stereo not given) | 4% | 2% | 6%
CC1(Cc2cc(Cl)ccc2C(F)(F)F)C(=O)Nc2ccc(S(=O)(=O)NC3CCCCC3)cc21 (stereo not given) | 26µM* | x | u

More records follow.
SMILES | TDP1 cell CPT | TDP1 block | DT40 TDP1 no CPT
CCCCNC(=O)C[C@@H]1C[C@@]2(C(=O)OC)CCCCC=C2N(CCc2ccc(OC)c(OC)c2)C1=O | u | x | 23µM*
C[C@H](CO)N1C[C@H](C)[C@@H](CN(C)S(=O)(=O)c2cn(C)cn2)OCc2cn(nn2)CCCC1=O | -6% | x | -15%
Cn1c(=O)c2cc(NC(=O)CCc3ccc4c(c3)OCO4)ccc2n1Cc1ccc(F)cc1 | 16µM* | x | u
O=C1CC[C@@H]2CC3(C[C@@H]4CCN1[C@H]24)Nc1cc(Cl)ccc1NC3=NC1CCCCC1 (stereo not given in full) | 0% | x | -22%
O=C(CSc1nnc(-c2ccccc2Br)o1)N1CCOCC1 | 7% | x | -26%
CCCCOC(=O)Nc1ccc(S(=O)(=O)Nc2nccs2)cc1 | -18% | 3% | -12%
COc1ccc(C/C(C)=N/NC(=O)c2ccncc2)cc1 | 6% | 8% | 11%
CC1=CN2C(=N)/C(=C/c3ccc(C)o3)C(=O)N=C2S1 | 2% | 8% | -5%
Cn1c(C(=O)N(Cc2ccccc2)Cc2cccs2)cc2sccc21 | -18% | 5% | -9%
Cc1ccc(S(=O)(=O)N2CCN(CC(=O)NC3CCCc4ccccc43)CC2)c(C)c1 (stereo not given) | -27% | 5% | u
O=C1CN(C(=O)COC(=O)CCS(=O)(=O)c2ccccc2)c2ccccc2N1 | u | -1%[56.1 µM] | u
COc1ccc(NC(=O)Nc2nnc(C(C)C)s2)cc1 | -20% | 5% | u

3 compounds drawn at random from the list so far, as already listed:
SMILES | TDP1 cell CPT | TDP1 block | DT40 TDP1 no CPT
CCCCOC(=O)Nc1ccc(S(=O)(=O)Nc2nccs2)cc1 | -18% | 3% | -12%
O=C1CN(C(=O)COC(=O)CCS(=O)(=O)c2ccccc2)c2ccccc2N1 | u | -1%[56.1 µM] | u
COc1ccc(C/C(C)=N/NC(=O)c2ccncc2)cc1 | 6% | 8% | 11%

More results:
SMILES | TDP1 cell CPT | TDP1 block | DT40 TDP1 no CPT
O=[N+]([O-])c1cc(C(F)(F)F)cc([N+](=O)[O-])c1NCc1cccnc1 | -17% | 8% | -23%
CCOC(=O)c1c(CC(C)C)csc1N | -16% | 2% | u
CN1CCC(OC(=O)c2ccccc2Cl)CC1 | -8% | -5% | -29%
CCc1nc(SCC(=O)Nc2cc(C)on2)c2c(=O)n(C)c(=O)n(C)c2n1 | u | 4% | u
COC(=O)[C@@]12C[C@@H](CC(=O)NCc3ccc(OC)c(OC)c3)C(=O)N(Cc3ccco3)C1=CCC(C)(C)C2 | u | x | u
COc1cccc(CN2CCNC(=O)C2CC(=O)NCCc2ccccn2)c1 (stereo not given) | -6% | 5% | -29%
COc1ccc(OC)c(C(=O)N2CCOc3ccc(C(C)(O)CN(C)C)cc3C2)c1 (stereo not given) | 9%[9.04 µM] | x | -11%
CCOc1ccc(Br)cc1C1=NN(C(C)=O)C(c2ccc([N+](=O)[O-])s2)O1 (stereo not given) | 18µM* | x | 8.2µM*
CNc1nc(C)nc(N/N=C/c2ccccc2)n1 | -8% | -2% | -6%
CCC(=O)Nc1ccc(NC(=O)CSc2nnc(-c3ccco3)n2CC)cc1 | 0% | 11% | -15%
CC(C)CCC(C)NC(=O)Cc1ccc(S(=O)(=O)N2CCOCC2)s1 (stereo not given) | -5% | 0% | -2%
O=C(NCC1CCC2(CCN(Cc3cc4ccccc4o3)CC2)O1)c1ccccc1 (stereo not given) | 10%[9.04 µM] | x | -12%
CN(C)S(=O)(=O)c1ccc(N2CCCC2)c(C(=O)NC2CCC(O)CC2)c1 (stereo not given) | -3% | -10% | -5%
CCN(CC)CCCNC(=O)CSc1nc(C)cc(C)n1 | -15% | 1% | -5%
O=C1Nc2ccccc2C1Cc1ccc(Br)cc1 (stereo not given) | u | 4% | u
CC1(/[N+]([O-])=C/c2ccc(F)cc2)CCCCC1=O (stereo not given) | -2% | -5% | 4%
O=C(Cn1ncc2c(=O)oc3ccccc3c21)N1CCc2ccccc2C1 | 2% | 5% | 0%
O=C(COc1ccc2c3c(c(=O)oc2c1)CCC3)NC(Cc1ccc(Cl)cc1)C(=O)O (stereo not given) | 8% | x | -4%
CC(=O)Nc1ccc(NCc2nnc3n2CCCCC3)cc1 | 1% | 0% | -2%
CC1Cc2nc(SCC(=O)NCC3CCCO3)n(-c3ccccc3)c(=O)c2S1 (stereo not given) | -12% | x | 4%

Grouped by structure: those above containing a tert-butyl group (2)
SMILES | TDP1 cell CPT | TDP1 block | DT40 TDP1 no CPT
COc1ccc(/C=N/NC(=O)c2cc(C(C)(C)C)[nH]n2)cc1COc1ccc(F)cc1F | u | 7% | 23µM*
COc1ccc(Cl)cc1NC(=O)NC(C)C(C)(C)C (stereo not given) | 19% | 0% | u

Four compounds from above, limited to TDP1 cell CPT:
| canonical_smiles | TDP1 cell CPT |
| --- | --- |
| O=C(Cn1ncc2c(=O)oc3ccccc3c21)N1CCc2ccccc2C1 | 2% |
| O=C1Nc2ccccc2C1Cc1ccc(Br)cc1 (stereo not given) | u |
| CC1Cc2nc(SCC(=O)NCC3CCCO3)n(-c3ccccc3)c(=O)c2S1 (stereo not given) | -12% |
| CC1(/[N+]([O-])=C/c2ccc(F)cc2)CCCCC1=O (stereo not given) | -2% |
